Screening data deposited in PubChem by Broad Institute.
DENV2 CPE rescue: DENV2-induced cell death inhibition; DENV2-infected cells, cytopathic effect rescue, plate reader; CPE inhibition, % at 9.99 µM; actives 1.7% (n = 350,000); AID 651640; in the data active means CPE inhibition above about 20%, passing the limit was not always enough; inconclusive means no clear call, values can overlap the other calls; tested in BHK-21 cells;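 further: 0% = median of neutral control wells and 100% = median of positive control wells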
CASP6 VEID inh: inhibitors of human caspase-6 | P55212 | purified caspase-6, Z-VEID-R110 cleavage fluorescence | inhibition, % at 12.5 µM | actives 0.53% (n = 350,000) | AID 686996;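 active means mean inhibition across replicates at least about 35%, with every replicate also reaching that limit, limit read from the data; inconclusive means only one of the two criteria met; inactive means neither criterion met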;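 further: 0% = median of neutral control wells and 100% = no fluorescence left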
Target sequence (P55212 24-179 limits assumed): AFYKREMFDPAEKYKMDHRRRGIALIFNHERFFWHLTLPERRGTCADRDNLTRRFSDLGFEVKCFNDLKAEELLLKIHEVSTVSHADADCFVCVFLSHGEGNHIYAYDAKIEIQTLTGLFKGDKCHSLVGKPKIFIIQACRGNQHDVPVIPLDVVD
Target sequence (P55212 194-293 limits assumed): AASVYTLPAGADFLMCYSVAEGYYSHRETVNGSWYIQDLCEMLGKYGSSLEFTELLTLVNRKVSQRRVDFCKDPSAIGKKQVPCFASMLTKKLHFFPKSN
SIRT5 inh: blocks human SIRT5 desuccinylation of peptide; AID 652115; actives 1.1% (n = 330,000); inhibition, % at 15 µM; Q9NXA8; Purified SirT5, succinyl-peptide AMC, trypsin-coupled fluorescence; in the data active means inhibition above about 15%; inconclusive means no clear call, values can overlap the other calls
Target sequence (Q9NXA8 whole entry, looked up): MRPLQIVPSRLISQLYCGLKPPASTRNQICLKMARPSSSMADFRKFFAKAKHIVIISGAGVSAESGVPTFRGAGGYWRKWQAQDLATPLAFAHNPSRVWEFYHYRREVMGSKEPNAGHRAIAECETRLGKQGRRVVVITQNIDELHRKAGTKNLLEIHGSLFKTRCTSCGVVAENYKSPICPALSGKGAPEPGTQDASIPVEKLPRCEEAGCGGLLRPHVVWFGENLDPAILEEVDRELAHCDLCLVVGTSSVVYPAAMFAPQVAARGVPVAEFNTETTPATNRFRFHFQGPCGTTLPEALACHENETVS
CFTR F508del cor: CFTR F508del correction in bronchial cells. CFBE cells, YFP halide quenching; stimulated with forskolin plus potentiator P3; % fluorescence drop versus neutral controls. activity (quench increase), % at 7.58 µM. actives 0.36% (n = 350,000);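 active means mean added fluorescence quench of at least 8% versus neutral control, with both replicates also reaching 8%; inconclusive means only one of the mean or replicate conditions met; inactive means mean below 8% and not both replicates reaching 8%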;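 further: cells transiently co-express mutant CFTR-F508del with the halide-sensitive YFP; corrector assay measuring rescue of mutant channel to the surface after 24 h compound exposure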
miR122 inh: blocks miR-122 activity in Huh7 sensor cells. actives 0.3% (n = 340,000). Huh7 miR-122 Renilla luciferase sensor, 48 h; neutral wells = 0, positive control = 100. activation (reporter increase), % at 12.5 µM;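 active means mean replicate activation score at least 90 and every replicate individually at or above 90; inconclusive means only one of the two criteria met; inactive means neither criterion met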;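 further: higher luciferase means less miR-122 activity so hits act as miR-122 inhibitors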
ERAP1 HTS inh: blocks human ERAP1 aminopeptidase activity | inhibition, % at 10.7 µM | Q9NZ08 | recombinant ERAP1, Leu-AMC fluorescence, 60 min | actives 0.15% (n = 340,000);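 active means mean replicate inhibition of at least 30%, or all replicates individually reaching that 30% level; inactive means mean below 30% and not every replicate reaching it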;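 further: 0% = neutral control wells and 100% = L-leucinethiol positive control wells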
ERp5 inh: inhibitors of human ERp5; actives 0.05% (n = 350,000); Q15084; AID 651711; ERp5 insulin aggregation, absorbance 650 nm, 90 min; inhibition, % at 9.99 µM;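 active means mean replicate inhibition above about 25%, with every replicate also reaching it, limit read from the data, passing the limit was not always enough; inconclusive means only one of those two criteria met; inactive means neither criterion met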
Target sequence (Q15084 whole entry, looked up): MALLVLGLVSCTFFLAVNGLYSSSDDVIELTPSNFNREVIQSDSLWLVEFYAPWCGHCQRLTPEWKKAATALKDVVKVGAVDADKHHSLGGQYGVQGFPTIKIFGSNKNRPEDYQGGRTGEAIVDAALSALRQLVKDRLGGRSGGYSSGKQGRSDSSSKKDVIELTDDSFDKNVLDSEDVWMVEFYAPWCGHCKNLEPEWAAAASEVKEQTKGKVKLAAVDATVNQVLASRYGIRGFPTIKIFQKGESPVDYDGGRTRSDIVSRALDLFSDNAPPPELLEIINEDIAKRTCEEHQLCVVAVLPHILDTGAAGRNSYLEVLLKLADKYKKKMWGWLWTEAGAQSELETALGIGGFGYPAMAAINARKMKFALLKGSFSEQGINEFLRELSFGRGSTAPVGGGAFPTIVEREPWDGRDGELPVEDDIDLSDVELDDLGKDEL
The depositor's hits bear a star; ? = inconclusive; nt = no result given; [ ] = dose if it differs, or a comment.

SMILES	DENV2 CPE rescue	CASP6 VEID inh	SIRT5 inh	CFTR F508del cor	miR122 inh	ERAP1 HTS inh	ERp5 inh
NC(c1csc(Nc2nccc(C(F)(F)F)n2)n1)C1CCCCC1 (stereo not given)	4	-5	nt	1.5	-1	3	2
Cc1ccc(C(=O)OCC(=O)NC2CCCC2)cc1	-2	-4	-2	2.8	-2	3	9
COc1ccc(CNC(=O)COc2ccccc2C(=O)c2cnn(-c3ccccc3)c2)cc1OC	-7	-1	0	-3.7	-3	-4	-5
COc1cc(C(C)=O)ccc1OCC(O)CNCC(O)c1ccccc1 (stereo not given)	-6	-2	2	-2.6	-1	-1	2
C[C@H]1CCCCO[C@@H](CN(C)C(=O)c2ccccc2)[C@@H](C)CN([C@@H](C)CO)C(=O)c2cc(NS(=O)(=O)c3cccs3)ccc2O1	-2	2	-1	0.2	7[16.7 µM]	2	1
CNC[C@H]1Oc2ccc(NC(=O)Nc3ccc(OC)cc3)cc2C(=O)N([C@@H](C)CO)C[C@H]1C	12	0	-3	-0.3	-7[16.7 µM]	5	-4
Cn1c(SCC(=O)NNC(=O)Nc2ccc(Cl)cc2)nnc1-c1ccccc1	6	0	-1	0.5	nt	-2	-3
CCOc1nc2ccccc2cc1/C=C/C(=O)O	1	2	0	0.6	-6	-1	-1
COc1ccccc1/C=C(/C(=O)OCC(=O)Nc1ccccc1C(C)C)c1ccccc1	6	1	-3	7.0	nt	0	-1
CN1CCCCN2[C@H](CO)[C@@H](c3ccc(Br)cc3)[C@H]2C1	2	0	-4	1.3	8[16.7 µM]	1	-4
CC(C)(C)OC(=O)N1CCN(Cc2ccc(F)c(B(O)O)c2)CC1	7	-2	0	4.0	-3	nt	0
C=CCN(C(=O)c1ccc2snnc2c1)c1ccccc1	-4	-1	0	0.7	-3	-3	2
C[C@H](CO)N1C[C@H](C)[C@H](CN(C)C(=O)Nc2ccc(C(F)(F)F)cc2)Oc2ccc(NS(=O)(=O)c3cn(C)cn3)cc2CC1=O	6	0	nt	2.7	1[16.7 µM]	2	-5
Cc1ccc(CC2CC(=O)N(c3nc(C)cc(C)n3)C2=O)cc1 (stereo not given)	1	0	3	-2.9	nt	4	1
O=C(C[C@@H]1CC[C@H](NC(=O)Nc2ccc(C(F)(F)F)cc2)[C@@H](CO)O1)NCc1cc(F)cc(F)c1	10	-1	-2	5.8	nt	2	4
Cc1ccc(S(=O)(=O)n2nnc3ccccc32)c(C)c1C	-5	2	0	1.2	-4	1	1
O=Cc1cn(CCC(=O)O)nc1-c1cccc2ccccc12	9	0	-2	2.3	nt	6	-5
COc1cc(-c2coc3c(C(=O)NCc4cccc(Cl)c4)cccc23)ccc1O	4	-1	1	-0.8	-5	0	-2
COc1ccc(CNc2nn3c(-c4cccc(C(=O)N(C)C)c4)cnc3s2)cc1	0	3	-3	-1.7	-6	6	1
COc1ccc(N2CCN(S(=O)(=O)CCNC(=O)COc3ccc(Cl)cc3)CC2)cc1	1	1	-2	0.7	-10	-3	-6
COc1ccc2c3c(n(C)c2c1)[C@@H](CO)N(C(=O)Nc1ccccc1F)CC31CCN(C)CC1	0	2	1	2.5	nt	-4	5
O=C(c1cnccn1)N1CC(=O)N2[C@H](CO)[C@@H](c3ccc(C#CC4CC4)cc3)[C@@H]2C1	10	3	-1	0.6	nt	-3	-6
CC(=O)Nc1ccc(NC(=O)COC(=O)CCNS(=O)(=O)c2c(Cl)cccc2Cl)cc1	2	1	-5	-2.4	3	0	-6
Cc1cc(C)cc(NC(=O)CCn2c(=O)c3cccn3c3ccccc32)c1	-2	1	0	5.0	46	-1	0
O=C(COc1ccccc1)NC(=S)Nc1ccc(Br)cn1	0	-1	-7	0.2	2	-1	2
O=C(Nc1cc(C(F)(F)F)ccc1N1CCOCC1)c1cnccn1	0	-1	-3	-3.0	3	0	0
C[C@H](CO)N1C[C@H](C)[C@H](CN(C)S(=O)(=O)c2ccc(Cl)cc2)OCCCC[C@H](C)Oc2ccc(NC(=O)c3ccccc3)cc2C1=O	21*	-3	-4	-0.6	-14[16.7 µM]	1	2
Cc1ccc(/C=C2\SC(=S)N(CCCC(=O)Nc3cccc(C(=O)O)c3)C2=O)cc1	85*	3	-5	0.0	-11	-5	5
COc1ccc(S(=O)(=O)N2CCCCCC2)cc1C(=O)N(C)CCOc1ccccc1	-3	-128	-2	-1.2	nt	3	1
CCc1ccc(S(=O)(=O)N2CCN(c3ncccn3)CC2)cc1	-1	-2	nt	-0.6	6	2	2
CC(C)NC(=O)Nc1ccc2c(c1)C(=O)N([C@@H](C)CO)C[C@@H](C)[C@H](CN(C)Cc1ccncc1)OCCCC[C@@H](C)O2	-3	-3	1	0.2	-1[16.7 µM]	-1	1
O=C(C[C@H]1CC[C@@H]2[C@H](COC[C@@H](O)CN2C(=O)Nc2cccc(Cl)c2)O1)NCc1ccccc1F	-5	2	0	-3.7	-1[16.7 µM]	-3	-6
CN1CCCCC(NC(=O)CCl)C1=O (stereo not given)	15	0	nt	-0.7	nt	-1	-1
CCCCOC(=O)Cn1c(=O)oc2ccc(C)cc21	?	-1	4	-4.9	nt	5	-7
O=C(c1ccncc1)N1CC2(C1)[C@H](c1ccccc1)[C@H](CO)N2C(=O)CC1CC1	-1	nt	-5	-1.5	nt	nt	-4
Clc1cccc(Nc2nc(-c3cccnc3)cs2)c1	0	-3	0	0.4	5	-4	22
Cc1noc(C)c1NC(=O)N[C@@H]1C=C[C@@H](CC(=O)N2CCN(C)CC2)O[C@@H]1CO	7	0	3	1.5	nt	1	0
Cc1noc(C)c1NC(=O)Nc1ccc2c(c1)C(=O)N([C@H](C)CO)C[C@H](C)[C@H](CN(C)Cc1ccc3c(c1)OCO3)O2	nt	-2	-1	-0.4	7[16.7 µM]	4	-1
Cc1nc2c(OCc3ccc(OC(F)F)cc3)cccn2c1N(C)C(=O)CCC1CCCC1	4	-1	nt	0.9	5	1	-10
COCC(=O)Nc1ccc2c(c1)OC[C@@H](C)N(CC1CC1)C[C@@H](C)[C@@H](OC)CN(C)C2=O	8	nt	1	-0.7	nt	nt	18
O=C(C[C@H]1CC[C@H]2[C@@H](COC[C@@H](O)CN2C(=O)C2CC2)O1)NCc1ccncc1	17	2	-8	0.6	6[16.7 µM]	1	1
Cc1cccc(C(=O)OCC(=O)Nc2c(C)n(C)n(-c3ccccc3)c2=O)c1O	-4	-3	1	-0.4	-14	-5	-1
COc1cccc(S(=O)(=O)N[C@H]2C=C[C@@H](CC(=O)NCc3ccncc3)O[C@H]2CO)c1	1	-1	3	-3.1	nt	0	8
CCC(=O)Nc1ccc(C(=O)Nc2ccc(OC)cc2[N+](=O)[O-])cc1	5	-2	3	nt	nt	-4	-4
O=C(C(=O)N1CCN(C(=O)Cc2ccccc2)CC1)c1cccc(C(F)(F)F)c1	13	-2	nt	-0.4	nt	-4	5
CC(C)NC(=O)Nc1ccc2c(c1)C(=O)N([C@@H](C)CO)C[C@H](C)[C@@H](CN(C)S(=O)(=O)c1cn(C)cn1)OCCCC[C@H](C)O2	-10	-1	-3	0.0	-2[16.7 µM]	3	4
CCc1nc2ccc(C(=O)NCCc3ccccn3)cn2c1N(C)Cc1cccs1	10	3	0	-0.2	-5	-5	-1
COc1ccc(Nc2ncnc3sccc23)cc1	-1	3	0	1.1	2	3	1
COc1ccc(CC(=O)N/N=C(\C)CC(=O)Nc2cccc(F)c2)cc1	-4	-1	-9	-1.7	7	-7	5
Cc1ccc([C@@H]2[C@@H]3C(=O)N(C)C(=O)[C@@H]3[C@]3(C)C(=O)N(Cc4ccccc4)CC(=O)N23)o1	-4	0	-2	-0.6	-7	2	-4
Later entries.
SMILES	DENV2 CPE rescue	CASP6 VEID inh	SIRT5 inh	CFTR F508del cor	miR122 inh	ERAP1 HTS inh	ERp5 inh
CCN(CC)C(=O)c1sc(NC(=S)N2CCN(C(=O)C3CCCO3)CC2)c(C(=O)OC)c1C (stereo not given)	-5	1	-1	2.4	2	4	2
COc1cccc(NC(=O)C[C@H]2CC[C@H]3[C@H](COc4ccc(NC(=O)c5ccccc5F)cc4C(=O)N3C)O2)c1	10	1	nt	-3.9	6[16.7 µM]	0	2
COc1ccc(C(=O)C2CCCN(C(=O)c3ccc(OC)o3)C2)c(C)c1 (stereo not given)	4	-1	-2	3.7	-2	5	-6
CCOC(=O)N1CCC(NC(=O)C2=C(C)C(=O)OC23CCC(C)CC3)CC1 (stereo not given)	?	1	2	-1.8	nt	0	-3
CNC(=O)C(C)Sc1ccc(S(=O)(=O)N2CCOCC2)cn1 (stereo not given)	-4	0	-6	-0.7	2	1	1
COc1cc(/C=C2\SC(=Nc3ccc(O)cc3)NC2=O)cc(OC)c1O	-3	-4	-4	2.4	nt	2	1
CO/N=C/C(c1ncc(C(F)(F)F)cc1Cl)S(=O)(=O)c1ccccc1 (stereo not given)	9	3	-1	-2.8	-5	-2	-3
C[C@@H]1CN([C@H](C)CO)C(=O)c2cc(NC(=O)Nc3ccc(F)cc3)ccc2O[C@@H](C)CCCCO[C@@H]1CN(C)S(=O)(=O)c1ccccc1	-10	-3	0	1.4	13[16.7 µM]	2	3
C=CCNC(=O)CN1CCC(c2nc3cc(C)c(C)cc3[nH]2)CC1	-1	-6	18*	3.8	3	0	2
CC1=NN(C(=O)c2ccc(Cn3nc(C)c(Br)c3C)cc2)C(O)(C(F)(F)F)C1 (stereo not given)	-4	1	-1	nt	-8	0	-5
Cc1ccc(NC(=O)C2CCN(S(=O)(=O)c3ccc4[nH]c(=O)ccc4c3)CC2)c(C)c1	5	-2	nt	-0.5	-2	-1	0
COc1cc(/C=N/NC(=S)NCCc2ccccc2)cc(OC)c1OC	-1	4	0	2.3	10	-1	3
O=C(O)[C@@H](O)c1ccccc1	-8	3	0	-2.1	-5	0	4
COc1ccc(-c2ccc(C(c3c(C)[nH][nH]c3=O)c3c(C)[nH][nH]c3=O)o2)c([N+](=O)[O-])c1	-3	16	-1	-2.0	-3	0	4
Cc1cc(O)cc(=O)n1Cc1ccccc1	0	2	-4	0.3	nt	-4	-2
O=C(CCCn1cc([N+](=O)[O-])cn1)Nc1ccc2c(c1)OCO2	6	1	-2	-0.6	-4	2	2
CC(C)(C)c1ccc(C(=O)NCCC(=O)NNC(=O)COc2ccccc2F)cc1	9	0	nt	5.0	9	-2	13
O=C(CNC(=O)c1cccc([N+](=O)[O-])c1)OCCCC(=O)c1ccc(F)cc1	-4	-1	-5	-1.8	nt	0	-5
COCCNC(=O)/C=C/c1c(Cl)cccc1Cl	5	4	1	nt	nt	0	-4
COc1cccc(C(=O)NCCS(=O)(=O)N2CCCCC2)c1	1	-2	1	-0.7	-5	-2	1
COc1ccc(CCCc2nnc(SCC(=O)Nc3ccc(OC)cc3)o2)cc1	10	-5	1	nt	0	10	-59
O=C(CSc1ccc(Br)cc1)NCC(c1ccco1)N1CCCCC1 (stereo not given)	-10	-12	1	-1.2	nt	0	-1
COc1ccc(NC(=O)N(C)C[C@H]2Oc3c(NS(=O)(=O)c4ccc(F)cc4)cccc3C(=O)N([C@@H](C)CO)C[C@H]2C)cc1	?	nt	nt	-1.7	0[16.7 µM]	nt	nt
CCOc1ccc(CC(=O)Nc2nccs2)cc1	nt	2	-3	-3.4	2	-4	0
COc1cccc(NC(=O)N[C@@H]2CC[C@H](CC(=O)N3CCCCC3)O[C@H]2CO)c1	?	2	-15	0.8	nt	-3	9
C[C@H]1CN([C@@H](C)CO)C(=O)Cc2cc(NC(=O)NC3CCCCC3)ccc2O[C@H]1CN(C)S(=O)(=O)c1cccs1	-5	1	6	-3.1	-1[16.7 µM]	0	0
Cc1ccc(CNC(=O)C2CCN(S(=O)(=O)c3cccnc3)CC2)cc1	-2	-5	7	0.3	0	0	13

Complete entries from above. Values in the order: DENV2 CPE rescue | CASP6 VEID inh | SIRT5 inh | CFTR F508del cor | miR122 inh | ERAP1 HTS inh | ERp5 inh
Results for COc1ccc(NC(=O)N(C)C[C@H]2Oc3c(NS(=O)(=O)c4ccc(F)cc4)cccc3C(=O)N([C@@H](C)CO)C[C@H]2C)cc1 = ? | nt | nt | -1.7 | 0[16.7 µM] | nt | nt
Results for CCC(=O)Nc1ccc(C(=O)Nc2ccc(OC)cc2[N+](=O)[O-])cc1 = 5 | -2 | 3 | nt | nt | -4 | -4
